Screens from PubChem.
DAGLB inh: blocks human DAGLB lipase activity. Q8NCG7. HEK293T DAGLB membrane lysate, EnzChek fluorogenic substrate. inhibition, % at 5.17 µM. hit rate 0.059% among 340,000; in the data active means inhibition above about 34%;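 further: 0% = enzyme with vehicle and 100% = wells lacking enzyme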
Tat export inh: blocks Tat-dependent protein export in E. coli; E. coli MC4100 TorA-mCherry Tat export, fluorescence; inhibition, % at 10 µM; hit rate 0.036% among 340,000; AID 488895;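 active means mean replicate inhibition at least 50% and at least half of replicates individually reaching 50%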;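 further: exported cargo escapes ClpAP degradation while cytoplasmic cargo is degraded and loses fluorescence; 0% = median of neutral control wells and 100% = median of NaSCN control wells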
AddAB inh: less growth of phage-infected E. coli with AddAB. E. coli expressing H. pylori AddAB, absorbance growth. AID 435030. hit rate 0.29% among 330,000. inhibition, % at 11.9 µM; in the data active means inhibition above about 12%;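 further: 0% = vehicle wells of infected cells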
PKA-R2B act: activates the human PKA-R2B holoenzyme complex | AID 504700 | hit rate 0.079% among 340,000 | PKA-R2B holoenzyme dissociation, Cy5-IP20 fluorescence polarization; R2B truncated from residue 108, S112A mutant; 0% DMSO only, 100% 113 µM cGMP | activation, % at 11.4 µM;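 active means activation above a cutoff set at the mean over all compounds plus 3 SD, cut at about 18% in these data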;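 further: higher means more holoenzyme dissociation and a rise in polarization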
Target sequence (P31323 whole entry, looked up, other chains not shown, the tested form may be a part): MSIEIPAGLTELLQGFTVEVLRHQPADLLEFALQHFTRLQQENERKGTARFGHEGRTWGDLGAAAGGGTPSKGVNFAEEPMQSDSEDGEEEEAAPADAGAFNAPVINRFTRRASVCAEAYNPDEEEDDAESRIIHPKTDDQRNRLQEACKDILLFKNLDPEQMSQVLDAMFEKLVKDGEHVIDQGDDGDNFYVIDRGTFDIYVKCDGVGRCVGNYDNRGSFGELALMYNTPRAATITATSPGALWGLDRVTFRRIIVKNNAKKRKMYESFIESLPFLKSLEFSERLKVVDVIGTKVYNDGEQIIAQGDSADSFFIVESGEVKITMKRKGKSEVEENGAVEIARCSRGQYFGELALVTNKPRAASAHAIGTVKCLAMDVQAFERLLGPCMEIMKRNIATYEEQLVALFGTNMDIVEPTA
HTR5A ag: counter-screen for OPRM1-OPRD1 agonists: human HTR5A agonism | P47898 | HTR5A agonist assay, luminescence, cell-based | activation, % at 9.3 µM | hit rate 0.61% among 340,000 | AID 504692; in the data active means activation mostly above about 9.5%, no sharp cut-off; inactive means mostly below about 7.6%;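 further: 0% = cells with vehicle only and 100% = reference agonist; strong numbers were not always called active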
Target sequence (P47898 whole entry, looked up): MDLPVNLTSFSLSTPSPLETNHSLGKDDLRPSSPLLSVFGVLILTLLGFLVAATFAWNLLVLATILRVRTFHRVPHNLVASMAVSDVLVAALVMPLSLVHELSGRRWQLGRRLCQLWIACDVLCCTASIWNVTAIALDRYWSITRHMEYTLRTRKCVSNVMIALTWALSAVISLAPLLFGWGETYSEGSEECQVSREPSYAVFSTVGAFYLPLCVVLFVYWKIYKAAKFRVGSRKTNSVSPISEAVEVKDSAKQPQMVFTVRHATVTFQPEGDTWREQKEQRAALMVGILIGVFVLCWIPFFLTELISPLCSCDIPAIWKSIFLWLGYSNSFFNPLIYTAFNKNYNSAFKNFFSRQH
PKA-R1A act: PKA-R1A complex activation; P00514+P68181; PKA-R1A dissociation, Cy5-IP20 fluorescence polarization; scaled: DMSO 0%, 113 µM cGMP 100%; activation, % at 11.4 µM; hit rate 0.083% among 340,000;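 active means percent activation above the mean of all tested compounds plus 3 SD, cut at about 19% in these data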;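 further: higher means more PKAc released from R1A so a rise in polarization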
phage Ecoli inh: E. coli growth loss with phage present | growth absorbance | inhibition, % at 11.9 µM | hit rate 0.26% among 360,000; in the data active means inhibition above about 11%
CDK5 p35 inh: inhibitors of human CDK5/p35 kinase. inhibition, % at 10 µM. hit rate 0.01% among 330,000. Recombinant CDK5/p35, ADP-Glo luminescence, 60 min;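 active means highest replicate inhibition of at least 50% and at least 75% of replicates reaching 50%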;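 further: plate controls were DMSO neutral control for no effect and GW8510 at 10 µM for full effect; many of its hits are not listed in these tables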
HTR5A inv ag: HTR5A inverse agonism, opioid heterodimer counter-screen | inhibition, % at 9.3 µM | AID 504634 | hit rate 0.083% among 340,000 | HTR5A cell line, luminescence | P47898; in the data active means inhibition mostly above about 23%, no sharp cut-off; inactive means mostly below about 18%;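 further: 0% = cells with DMSO and 100% = no-cell wells with DMSO; some compounds called inactive have numbers as strong as hits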
E coli growth: counter-screen for AddAB inhibitors: E. coli growth inhibition | E. coli V3065 growth, OD600 absorbance, 18 h | hit rate 0.27% among 330,000 | inhibition, % at 11.9 µM;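 active means inhibition above the campaign's mean inhibition across all tested compounds plus 3 SD, cut at about 9.9% in these data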;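 further: uninfected addAB+ strain grown without phage in ampicillin broth; 0% = DMSO wells and 100% = ciprofloxacin 0.95 µg/ml wells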
Mot1-301 SUMO: inhibitors of SUMOylation pathway: yeast Mot1-301 growth rescue; growth rescue, % at 18.8 µM; AID 2716; hit rate 1% among 320,000; S. cerevisiae Mot1-301 growth rescue, ATP luminescence, 38.5C; percent above DMSO median, 100 means doubled;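 active means every valid replicate shows activation above 250% relative to neutral control wells; inactive means the rest, any valid replicate at or below 250%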;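 further: OY570 slx delta 5 strain wells were the positive control but not used for scaling; some compounds called inactive have numbers as strong as hits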
Numbers without * were called inactive; / = no result given; ! = not confirmed by another sample.

SMILES	DAGLB inh	Tat export inh	AddAB inh	PKA-R2B act	HTR5A ag	PKA-R1A act	phage Ecoli inh	CDK5 p35 inh	HTR5A inv ag	E coli growth	Mot1-301 SUMO
S=C(Nc1ccc(Br)cc1Cl)N1CCN(c2ccccn2)CC1	-5	5	-1.1	-10	1	-6	0.6	0.9	1	1.9	44
OCCN(C=NC1=NN(c2cccc(C(F)(F)F)c2)CC1)CCO	1	-6	-1.6	-5	1	-7	4.6	-0.3	0	-2.5	115
COc1ccc(/C=N/NC(=O)CN(Cc2ccccc2)S(=O)(=O)c2ccc3c(c2)OCCO3)cc1	3	0	-0.9	-6	-2	-2	2.8	-3.6	6	-1.0	-5
COc1ccc(-c2nnc(OCc3nc4ccccc4n3C)c3ccccc23)cc1	0	-1	1.9	0	9	-15	3.5	1.7	-21	0.5	-13
COc1cccc(NC(=O)CN(C)S(=O)(=O)c2ccc3c(c2)NC(=O)CS3)c1	-1	-3	3.4	-1	1	-5	0.9	1.8	-5	2.4	8
CCOC(=O)CN1C(=O)S/C(=C/c2ccc(O)c([N+](=O)[O-])c2)C1=O	14	-3	-1.9	10	4	7	3.6	0.1	-2	0.3	-13
COCCNc1ccc(N2C(=O)CCCC2=O)cc1[N+](=O)[O-]	-2	-10	1.6	-16	3	-19	5.3	1.5	-11	0.8	-4
O=C1NC(c2ccccc2)=C(c2ccc3ccccc3n2)C(c2ccc(F)cc2)N1 (stereo not given)	3	-3	3.3	-9	-3	7	1.7	-1.8	8	-2.1	475
CCCCSc1nnc(-c2ccc(NC(C)=O)cc2)n1C	1	-4	4.3	5	-1	0	0.9	-0.8	2	0.3	-14
CSc1ccc(/C=C(/NC(=O)c2ccco2)C(=O)N2CCOCC2)cc1	2	1	0.8	-4	3	-8	0.7	-2.3	-8	-0.1	14
Cc1ccc(-n2ncc3c(=O)[nH]c(SCC(=O)N4CCCc5ccccc54)nc32)cc1	-2	1	2.1	-11	1	-7	0.0	-2.3	2	0.8	1
COCCCn1c(-c2ccsc2)nc2c1c(=O)[nH]c(=O)n2Cc1ccccc1	4	6	2.6	1	1	3	1.2	2.3	9	1.0	10
CCCc1c(C(=O)NNc2cc(C(F)(F)F)ccc2Cl)cnn1-c1ccccc1	-7	-8	-3.8	-1	7	1	2.1	1.0	-31	-3.1	-8
CCCCCN(C(=O)CCC(=O)OC(C)C(=O)NC1CCCCC1)c1c(N)n(CCCC)c(=O)[nH]c1=O (stereo not given)	1	-10	-2.2	-7	12	-7	0.1	0.9	-13	1.3	9
Cc1ccc2c(COC(=O)c3c(C)noc3C)cc(=O)oc2c1	-4	-4	1.0	3	9	-5	1.8	1.3	-34	1.1	2
CCCn1nc(C(=O)NNC(=O)CSC(C)C(=O)Nc2cc(C)on2)c2ccccc2c1=O (stereo not given)	-2	-10	0.9	-5	4	-12	-2.1	-1.4	10	1.0	1
CCOC(=O)N1CCN(c2c(N3CCN(c4cccc(C(F)(F)F)c4)CC3)c(=O)c2=O)CC1	0	-1	1.8	-10	0	7	/	-0.8	10	0.2	8
Cc1cc(=O)oc2cc(OCC(=O)N3CCC(C(N)=O)CC3)ccc12	-1	6	4.5	-4	4	7	2.9	-1.4	4	1.7	17
CCS(=O)(=O)N1CCC(C(=O)NCc2cc(OC)ccc2OC)CC1	2	3	-0.5	-6	13	-1	0.0	-0.9	-32	-0.9	1
Cc1cccc(CCNC(=O)CN(C)S(=O)(=O)c2ccc3c(c2)c(=O)n(C)c(=O)n3C)c1	0	-6	-2.5	-3	2	11	2.5	0.8	-5	-2.0	-7
Nc1ncnc2nc(SCC(=O)Nc3cccc(C(F)(F)F)c3)[nH]c12	2	2	1.2	10	3	-7	0.0	3.0	-7	1.3	-7
CCCNC(=O)NC(=O)COC(=O)CNS(=O)(=O)/C=C/c1ccccc1	-1	-1	-0.6	0	-1	-9	1.6	-1.6	3	0.5	-4
CC(=O)C1=C(O)C(=O)N(c2cccnc2)C1c1ccc(Cl)cc1 (stereo not given)	2	-6	1.4	-9	-4	-1	3.2	-0.2	9	-0.7	-2
Fc1cccc(Cl)c1CNCc1ccccc1Cl	-8	1	2.6	-4	-3	1	1.6	0.9	7	0.6	/
O=C(CCCn1cnc([N+](=O)[O-])n1)Nc1ccc(Cl)c(Cl)c1	-1	-11	0.1	-7	3	-1	0.3	0.8	-3	0.2	-3

The last two records of the part above open the next one:
SMILES	DAGLB inh	Tat export inh	AddAB inh	PKA-R2B act	HTR5A ag	PKA-R1A act	phage Ecoli inh	CDK5 p35 inh	HTR5A inv ag	E coli growth	Mot1-301 SUMO
Fc1cccc(Cl)c1CNCc1ccccc1Cl	-8	1	2.6	-4	-3	1	1.6	0.9	7	0.6	/
O=C(CCCn1cnc([N+](=O)[O-])n1)Nc1ccc(Cl)c(Cl)c1	-1	-11	0.1	-7	3	-1	0.3	0.8	-3	0.2	-3
CCC(Sc1ncccn1)C(=O)Nc1cc(C)on1 (stereo not given)	-1	-1	0.1	6	-3	-1	0.2	-0.5	-2	-1.1	-2
Cc1ccccc1OCC(=O)Nc1ccc2c(c1)ncn2C	3	-2	0.9	2	-1	-11	1.8	1.1	-31	1.4	22
Cc1c(C)n(CCCN(C)C)c2ncnc(Nc3ccc(F)cc3)c12	3	-2	-0.1	-2	-1	0	1.1	-1.4	5	-0.9	-2
COc1ccccc1/C=C/c1nc(S(=O)(=O)c2ccccc2)c(N(C)C)o1	1	3	3.2	-10	-3	-12	-0.8	0.6	30	0.8	5
CCOC(=O)c1c(C)[nH]c(C(=O)NCc2ccccn2)c1C	4	5	1.4	2	-7	-1	5.0	-2.0	4	0.8	6
Cc1ccc(-c2csc(NC(=O)c3cnccn3)n2)cc1C	-2	13	0.8	-1	2	-6	1.7	-2.7	-6	-3.6	0
CC1C(=O)Nc2ccccc2N1C(=O)c1cccc(C(F)(F)F)c1 (stereo not given)	1	-4	-2.4	4	5	-2	-1.3	1.4	-19	-2.7	0
COC(=O)c1ccccc1OC(=O)c1cc[n+]([O-])cc1	2	0	1.6	0	-5	-2	6.6	0.1	12	-0.3	1
Cc1ccc2c(c1)N(CC(=O)Nc1c(C)cccc1C)C(=O)c1cccnc1O2	-1	0	1.6	-8	5	5	-3.4	-0.3	-3	0.5	29
CCn1c(SCc2ccc(C(=O)OC)o2)nnc1-c1c[nH]c2ccccc12	0	6	-1.1	-6	-3	1	1.7	-0.3	-13	0.3	-12
CCN1CCN(CC(=O)N2c3ccccc3CC2C)CC1 (stereo not given)	-2	0	1.3	-3	4	-14	1.9	-0.7	8	-0.2	-11
CC[C@@]12C(=O)N(c3ccc(OC)cc3)C(=O)N1[C@H](c1cccc(C)c1)[C@@H]1C(=O)N(Cc3ccccc3)C(=O)[C@@H]12	-1	12	3.6	1	11	-5	/	-1.2	-6	0.9	66
CCOC(=O)C1C(=O)CC(C)(O)C(C(=O)OCC)C1c1ccc(OC)cc1 (stereo not given)	-1	-3	-0.3	-15	-2	-3	3.7	0.0	-2	-2.5	-9
O=C(CSC1=NS(=O)(=O)c2cc(F)ccc2N1)NCc1ccc(F)cc1	4	-8	5.3	0	7	0	4.8	-1.9	1	0.4	7
Cc1c(Cl)cccc1NC(=O)CSc1ccc(-c2cccnc2)nn1	-1	-5	1.3	0	2	0	2.1	-4.5	-7	1.3	-1
Nc1c(C(=O)N2CCOCC2)sc2nc3c(cc12)CCCC3	0	-3	2.0	3	4	-1	1.4	3.4	-10	-1.1	5
C/C(=N\NC(=O)C1COc2ccccc2O1)c1cc2ccccc2o1 (stereo not given)	-2	-2	1.4	-2	-1	-7	2.8	-0.1	4	-0.3	-3
CCOC(=O)C1=C[C@]2(CC)CCCN3CCc4c(n1c1ccccc41)[C@@H]32	-1	-5	-4.0	-7	-4	-17	3.5	0.0	-6	-1.6	617*!
c1ccc(-n2ncc3c(N4CCCCC4)ncnc32)cc1	-5	11	0.8	-6	1	4	0.1	0.6	-3	0.0	15
CCn1c2ccccc2c2nnc(SCC(=O)Nc3ncccn3)nc21	0	7	1.6	3	-8	9	2.9	0.3	20	0.0	-5
O=C(N1CCCCC1)N1CCN(S(=O)(=O)c2cccc([N+](=O)[O-])c2)CC1	0	1	2.4	-5	1	-6	-1.6	0.3	-18	-0.6	5
COc1cc(Cl)c(C)cc1NC(=O)COC(=O)c1ccc(CN2CCCC2=O)cc1	-2	-3	-0.1	0	-2	-6	-0.5	1.3	6	-1.9	-4
Cc1ccc(S(=O)(=O)Nc2ccc3c(c2)CC(=O)N([C@H](C)CO)C[C@H](C)[C@H](CN(C)Cc2ccc4c(c2)OCO4)O3)cc1	-2	8	0.9	-6	1	-7	2.3	3.1	-13	0.5	-12

Part of the list above, set out differently:
Order of results – DAGLB inh, Tat export inh, AddAB inh, PKA-R2B act, HTR5A ag, PKA-R1A act, phage Ecoli inh, CDK5 p35 inh, HTR5A inv ag, E coli growth, Mot1-301 SUMO
- CCN1CCN(CC(=O)N2c3ccccc3CC2C)CC1 (stereo not given)
 : -2, 0, 1.3, -3, 4, -14, 1.9, -0.7, 8, -0.2, -11
- CC[C@@]12C(=O)N(c3ccc(OC)cc3)C(=O)N1[C@H](c1cccc(C)c1)[C@@H]1C(=O)N(Cc3ccccc3)C(=O)[C@@H]12
 : -1, 12, 3.6, 1, 11, -5, /, -1.2, -6, 0.9, 66
- CCOC(=O)C1C(=O)CC(C)(O)C(C(=O)OCC)C1c1ccc(OC)cc1 (stereo not given)
 : -1, -3, -0.3, -15, -2, -3, 3.7, 0.0, -2, -2.5, -9
- O=C(CSC1=NS(=O)(=O)c2cc(F)ccc2N1)NCc1ccc(F)cc1
 : 4, -8, 5.3, 0, 7, 0, 4.8, -1.9, 1, 0.4, 7
- Cc1c(Cl)cccc1NC(=O)CSc1ccc(-c2cccnc2)nn1
 : -1, -5, 1.3, 0, 2, 0, 2.1, -4.5, -7, 1.3, -1
- Nc1c(C(=O)N2CCOCC2)sc2nc3c(cc12)CCCC3
 : 0, -3, 2.0, 3, 4, -1, 1.4, 3.4, -10, -1.1, 5
- C/C(=N\NC(=O)C1COc2ccccc2O1)c1cc2ccccc2o1 (stereo not given)
 : -2, -2, 1.4, -2, -1, -7, 2.8, -0.1, 4, -0.3, -3
- CCOC(=O)C1=C[C@]2(CC)CCCN3CCc4c(n1c1ccccc41)[C@@H]32
 : -1, -5, -4.0, -7, -4, -17, 3.5, 0.0, -6, -1.6, 617*!
- c1ccc(-n2ncc3c(N4CCCCC4)ncnc32)cc1
 : -5, 11, 0.8, -6, 1, 4, 0.1, 0.6, -3, 0.0, 15
- CCn1c2ccccc2c2nnc(SCC(=O)Nc3ncccn3)nc21
 : 0, 7, 1.6, 3, -8, 9, 2.9, 0.3, 20, 0.0, -5
- O=C(N1CCCCC1)N1CCN(S(=O)(=O)c2cccc([N+](=O)[O-])c2)CC1
 : 0, 1, 2.4, -5, 1, -6, -1.6, 0.3, -18, -0.6, 5
- COc1cc(Cl)c(C)cc1NC(=O)COC(=O)c1ccc(CN2CCCC2=O)cc1
 : -2, -3, -0.1, 0, -2, -6, -0.5, 1.3, 6, -1.9, -4
- Cc1ccc(S(=O)(=O)Nc2ccc3c(c2)CC(=O)N([C@H](C)CO)C[C@H](C)[C@H](CN(C)Cc2ccc4c(c2)OCO4)O3)cc1
 : -2, 8, 0.9, -6, 1, -7, 2.3, 3.1, -13, 0.5, -12
